Compound activity (PubChem)
hcDAF12 agonist: activators of H. contortus DAF-12 nuclear receptor; HEK293 hcDAF-12 lit1-tk-luc reporter, luminescence; 0% DMSO, 100% Δ7-dafachronic acid; activation, % at 6.8 µM; actives 1.4% (n = 370,000); AID 652067;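 active = activation above the mean of all tested compounds plus 3 SD, cut at about 5.5% in these data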;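 also: 100% = response to 3 µM Δ7-dafachronic acid high control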
GC-A act: GC-A (human) enzyme activation; P16066; HEK293 GC-A cells, cGMP TR-FRET, EC30 ANP; 0% at EC30 ANP, 100% saturating ANP; activation, % at 10 µM; actives 0.14% (n = 370,000); AID 1671463; in the data active = activation above about 40%
Target sequence (P16066 whole entry, looked up): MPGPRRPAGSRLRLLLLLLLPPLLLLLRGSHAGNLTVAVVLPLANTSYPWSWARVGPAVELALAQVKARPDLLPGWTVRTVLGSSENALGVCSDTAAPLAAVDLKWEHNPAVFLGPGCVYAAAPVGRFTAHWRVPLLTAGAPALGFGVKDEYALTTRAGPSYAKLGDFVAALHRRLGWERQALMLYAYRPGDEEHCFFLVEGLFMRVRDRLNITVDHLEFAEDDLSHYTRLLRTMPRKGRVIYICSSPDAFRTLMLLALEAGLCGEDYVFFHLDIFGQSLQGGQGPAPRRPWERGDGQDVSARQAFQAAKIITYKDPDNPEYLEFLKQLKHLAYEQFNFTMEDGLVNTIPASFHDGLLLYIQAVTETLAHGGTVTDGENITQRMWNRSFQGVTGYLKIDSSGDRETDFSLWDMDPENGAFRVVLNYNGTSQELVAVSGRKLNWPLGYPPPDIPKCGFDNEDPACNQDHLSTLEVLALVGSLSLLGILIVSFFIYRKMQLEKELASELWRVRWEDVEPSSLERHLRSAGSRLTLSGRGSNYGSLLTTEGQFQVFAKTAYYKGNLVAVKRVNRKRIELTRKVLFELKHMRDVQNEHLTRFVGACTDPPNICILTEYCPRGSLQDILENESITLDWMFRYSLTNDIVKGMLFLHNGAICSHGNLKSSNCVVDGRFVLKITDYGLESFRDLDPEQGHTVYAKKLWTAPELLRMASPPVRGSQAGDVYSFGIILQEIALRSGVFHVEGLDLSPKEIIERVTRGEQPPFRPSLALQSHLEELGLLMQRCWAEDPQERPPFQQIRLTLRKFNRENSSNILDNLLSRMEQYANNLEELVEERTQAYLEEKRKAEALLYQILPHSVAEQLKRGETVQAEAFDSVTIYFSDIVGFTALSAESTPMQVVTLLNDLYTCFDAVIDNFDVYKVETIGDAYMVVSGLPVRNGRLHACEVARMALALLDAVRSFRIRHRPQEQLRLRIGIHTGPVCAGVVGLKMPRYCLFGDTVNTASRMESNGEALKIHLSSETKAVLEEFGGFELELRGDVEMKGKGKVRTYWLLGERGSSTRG
GC-B act: GC-B (human) receptor activation; P20594; HEK293-GC-B cells, CNP EC30, cGMP TR-FRET; 0% at EC30 CNP, 100% saturating CNP; activation, % at 10 µM; actives 0.11% (n = 370,000);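 active = activation at 10 µM reaching about 35% in either raw or pattern-adjusted values, limit read from the data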
HGIII-sPLA2 inh: Blocks human group III sPLA2 activity | actives 0.56% (n = 370,000) | QFRET BODIPY PC-A2 liposome hydrolysis, fluorescence | Q9NZ20 | inhibition, % at 12.2 µM;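 active = inhibition above mean plus 3 SD of compounds lying within the high and low control bounds, cut at about 19% in these data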;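 also: 0% = median of test compound wells and 100% = no enzyme DMSO wells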
KLK7 zymogen act: proKLK7 (human) activation, primary screen; activation, % at 7 µM; purified proKLK7, EDANS-DABCYL substrate fluorescence; 100% is mature enzyme control, 0% vehicle; P49862; actives 0.9% (n = 370,000);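 active = activation above the mean of all tested compounds plus 3 SD, computed per campaign excluding outliers beyond control limits, cut at about 13% in these data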
DAX1 inh-1: inhibitors of DAX1 repression of SF-1 activated StAR promoter. HEK293T StAR-luciferase reporter, SF-1/DAX-1 repression relief. inhibition, % at 6.8 µM. actives 1.1% (n = 370,000). AID 652010;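 active = inhibition above the mean over all tested compounds plus 3 SD, cut at about 3.6% in these data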;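 also: 0% = DAX-1 cells with DMSO and 100% = cells lacking DAX-1 with DMSO; higher inhibition means more luminescence from relief of DAX-1 repression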
hgDAF12 agonist: activates the H. glycines DAF-12 receptor ligand-binding domain | activation, % at 6.8 µM | AID 687014 | actives 1.8% (n = 370,000) | HEK293 GAL4-hgDAF12 UAS-luciferase reporter, agonist luminescence; normalized to butyrate control;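 active = activation above a cutoff set at the mean of all screened compounds plus 3 SD, cut at about 10% in these data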;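 also: 0% = DMSO wells and 100% = sodium butyrate wells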
GAA850 FXN act: frataxin GAA850 promoter activation; HEK293 lucGAA850 FXN promoter luciferase reporter, 24 h; percent of 10 µM SAHA response; activation, % at 6 µM; actives 0.56% (n = 360,000); AID 540364;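 active = activation above the average of all compounds screened plus 3 SD, cutoff fixed separately per campaign, cut at about 7.5% in these data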;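 also: 0% = DMSO wells and 100% = 10 µM SAHA wells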
ssDAF12 agonist: activates DAF-12 receptor from parasite S. stercoralis. HEK293 ssDAF-12/GRIP1 lit1-tk-luc reporter, luminescence; % of 3 µM dafachronic acid response. activation, % at 6.8 µM. actives 1% (n = 370,000). AID 652126;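 active = activation above the mean over all tested compounds plus 3 SD, cut at about 0.9% in these data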;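 also: 0% = DMSO-only wells and 100% = 3 µM delta7-dafachronic acid wells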
SMARCA2 act: increases SMARCA2 function in MMTV reporter cells. MG213 cells, MMTV-luciferase reporter, dexamethasone, overnight. activation, % at 9.1 µM. actives 1% (n = 370,000); in the data active = activation above about 7.8%;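 also: 0% = vehicle wells and 100% = reference activator wells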
DAX1 inh-2: inhibits human nuclear receptor DAX1. P51843. HEK293 Gal4-DAX1 luciferase reporter, luminescence. inhibition, % at 6.75 µM. actives 0.99% (n = 340,000). AID 504766;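 active = inhibition above the mean over all tested compounds plus 3 SD, cut at about 4.2% in these data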;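 also: 0% = DAX1-transfected cells with DMSO and 100% = empty-vector control cells with DMSO; inhibition shows as a rise in luminescence from relieved DAX1 repression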
Active calls of the source: *; . = no result given; & = joins results of further samples. Not a hit list; any-hit rate near 6.7%.

Start of the listing, in advance:
Structure	hcDAF12 agonist	GC-A act	GC-B act	HGIII-sPLA2 inh	KLK7 zymogen act	DAX1 inh-1	hgDAF12 agonist	GAA850 FXN act	ssDAF12 agonist	SMARCA2 act	DAX1 inh-2
Cc1cc(NC(=O)CSc2nnc(-c3cccs3)n2N)no1	0.9	-2.6	4.3	5.6	-0.1	0.1	2.9	1.3	-0.1	1.1	-0.4
CCn1c2ccccc2c2cc(NC(=O)c3ccco3)ccc21	-1.3	.	.	-0.2	0.5	-0.6	2.1	2.5	-1.9	5.0	-1.5

The list itself (from the top)
Structure	hcDAF12 agonist	GC-A act	GC-B act	HGIII-sPLA2 inh	KLK7 zymogen act	DAX1 inh-1	hgDAF12 agonist	GAA850 FXN act	ssDAF12 agonist	SMARCA2 act	DAX1 inh-2
Cc1cc(NC(=O)CSc2nnc(-c3cccs3)n2N)no1	0.9	-2.6	4.3	5.6	-0.1	0.1	2.9	1.3	-0.1	1.1	-0.4
CCn1c2ccccc2c2cc(NC(=O)c3ccco3)ccc21	-1.3	.	.	-0.2	0.5	-0.6	2.1	2.5	-1.9	5.0	-1.5
O=C(C1CC1)N1N=C(C2CCCCC2)CC1(O)C(F)(F)F (stereo unspecified)	-2.2	2.4	-1.9	6.3	0.6	0.2	-0.2	2.4	-0.8	-2.6	0.0
COc1ccc(C(C)(NC(C)=O)c2nc(/C=C/c3ccccc3)cs2)cc1 (stereo unspecified)	-1.8	2.5	2.4	-20.4	0.5	0.3	-1.8	1.7	-1.1	-0.9	.
Cc1oc(S(=O)(=O)N(C)C)cc1C(=O)Nc1ccc(F)cc1	1.5	-1.7	1.1	1.6	0.3	0.2	-0.7	0.6	-1.3	-2.6	0.4
CCn1c(=O)c2cc(C(=O)N(C)c3cc(C)ccc3OC)sc2c2ccccc21	-1.3	-17.9	-11.0	10.1	-0.2	0.0	-6.4	3.7	-1.4	-2.9	1.0
Cc1ccccc1OCCC(=O)N1CCN(S(=O)(=O)c2ccc(F)cc2)CC1	1.2	-3.9	0.7	-5.6	0.0	0.7	-2.0	1.2	-1.0	3.2	0.4
CN(C)S(=O)(=O)c1cccc(NC(=O)CN2C(=O)NC(Cc3c[nH]c4ccccc34)C2=O)c1 (stereo unspecified)	-0.5	0.1	3.5	-67.5	-0.8	-0.5	-0.7	2.0	-1.7	0.4	.
CC(C)c1ccc(NC(=O)C(c2ccccc2)N(Cc2ccco2)C(=O)CC2NC(=O)NC2=O)cc1 (stereo unspecified)	-1.5	-2.8	-0.3	-23.8	0.7	-0.7	-2.3	0.3	-1.8	-1.2	-0.3
Cc1ccc2c(c1)/C(=C/c1ccccc1C)C(=O)N2	-0.9	-4.6	7.0	-11.0	0.3	-1.1	1.7	1.3	-1.0	-2.8	1.0
COC(=O)c1sc(S(=O)(=O)NCCCN(C)C)c(C(=O)OC)c1C	0.2	-1.3	-4.5	0.9	-0.2	-0.9	-0.7	-0.8	-1.7	0.8	0.4
CC(CCn1cccn1)NC(=O)CCc1nnc(CCc2ccccc2)o1 (stereo unspecified)	-1.2	3.6	-0.3	3.7	0.4	-0.4	2.0	0.8	-1.6	1.6	0.0
COc1ccc(Cl)cc1C(=O)OCC(=O)Nc1cccnc1Cl	-0.9	2.1	6.5	1.6	0.3	0.1	-2.2	2.0	-1.0	-1.5	-0.4
O=C(Nc1ccc2c(c1)OCO2)C1Cc2ccccc2CN1S(=O)(=O)c1cccs1 (stereo unspecified)	1.8	-3.3	1.4	-6.0	-0.2	0.2	6.0	3.7	-0.3	4.3	1.4
COc1ccc(C(=O)NCCN2CCC(n3c(=O)[nH]c4ccccc43)CC2)cc1F	0.2	-1.8	0.6	2.5	0.6	-0.7	-1.7	.	-1.4	-1.2	.
C[C@@]12C(=O)N(CC3CC3)CC(=O)N1[C@H](C1CC1)[C@@H]1C(=O)N(c3ccccc3)C(=O)[C@@H]12	-1.1	0.0	-2.1	11.6	0.1	0.1	-2.4	0.1	-1.5	-1.1	0.0
COc1ccc(CNS(=O)(=O)c2cc3c(cc2Br)CC(C)N3C(C)=O)cc1 (stereo unspecified)	-0.7	-2.9	-2.7	-3.0	0.3	-0.6	-2.2	.	-1.4	1.4	.
COc1cc(C(=O)Nc2cc(C)ccn2)ccc1OCC(=O)N1CCOCC1	4.2	2.9	-6.7	-3.2	0.1	2.5	5.0	2.9	-0.4	1.7	1.7
CC12CCCC(=O)C1CCC(=Cc1ccco1)C2=O (stereo unspecified)	-1.6	2.5	3.4	-6.1	-0.2	0.2	-4.3	1.9	-1.5	1.2	1.3
COc1cc(-c2cc(O)c(-c3ccc4ccccc4n3)c(=O)[nH]2)cc(OC)c1OC	-3.0	1.6	-3.9	2.5	0.6	-1.9	-9.2	-1.7	-1.6	-2.7	1.1
O=C(CCCCn1c(=O)c2ccccc2n(CC(=O)Nc2ccc(F)cc2)c1=O)NCc1ccco1	-1.1	0.6	-3.5	-3.2	0.6	-0.1	-2.8	-0.9	-1.4	0.2	-0.3
CNc1ccccc1/C(O)=C(\C#N)C(=O)NCc1cccs1	-0.7	-2.8	2.1	-4.3	0.3	-2.5	2.6	.	-0.8	-1.8	.
CCCC(=O)OC12CCCN(C1)/C(=C/c1ccc(OC)cc1)C2 (stereo unspecified)	-0.1	2.0	-6.1	4.4	0.1	1.7	-3.3	.	-0.5	-2.5	.
COc1ccc(NC(=O)c2cc(-c3ccc4c(c3)OCO4)on2)cc1OC	0.3	-1.5	0.1	-2.0	-0.1	0.2	-2.9	1.4	-1.0	-0.9	-1.2
Cc1nn(C)c(C)c1S(=O)(=O)N(CC(=O)NCCN1CCOCC1)c1ccc(C(C)C)cc1	-0.1	-0.7	2.4	0.9	-0.9	0.3	-1.1	2.1	-0.3	-0.4	0.0
CN(CC(=O)Nc1ccccc1Br)CC(=O)Nc1ccccc1-c1ccccc1	-1.8	-8.2	-10.3	-6.2	0.1	-0.4	0.1	-0.1	-1.2	-0.1	1.4
O=C(Cc1ccccc1)Nc1ccc(NC(=O)C2CC2)nc1	0.0	-1.2	2.5	4.5	0.1	-0.6	0.0	2.6	-1.7	4.3	0.6
Cc1cc(C)c(/C=N/n2c(C)cc(C)c(C#N)c2=O)c(C)c1	-1.4	-0.5	-0.7	-6.4	-0.2	-0.1	0.0	-0.8	-1.9	-1.9	-1.0
COc1ccccc1N1CCN(C(=O)C2CCN(C(=O)c3cccc(Cl)c3)CC2)CC1	-0.8	-2.5	4.8	-2.0	-0.7	-0.4	-2.0	-1.0	-1.3	-2.4	-0.7
O=c1cc(C(F)(F)C(F)F)oc2ccccc12	0.8	-0.5	-0.8	24.8*	-0.4	0.4	-2.7	1.3	-1.1	2.0	-0.5
O=C(O)c1ccc(CNC(=O)c2ccc(S(=O)(=O)N3CCCCC3)cc2)cc1	0.7	0.1	3.0	10.5	0.0	0.1	1.3	-1.2	-0.5	-2.9	-0.3
CCc1nc2ccc(C(=O)N3CCN(S(=O)(=O)CC)CC3)cn2c1N(CC)C(=O)NCCc1ccccc1	1.4	1.8	-0.7	7.2	-0.3	1.5	1.3	2.0	-1.4	1.8	.
CN1CCN(C(=O)C2CCCN(S(=O)(=O)c3ccc(Br)cc3)C2)CC1 (stereo unspecified)	-2.7	-1.2	6.7	3.2	0.1	-1.0	-1.1	1.1	-0.8	-1.4	-0.5
O=C(CN1CCCCC1)Nc1cc(S(=O)(=O)N2CCOCC2)ccc1N1CCCC1	-0.1	-1.3	-4.0	3.2	0.8	-1.6	3.0	-0.2	-0.7	-2.2	-0.4
O=C(COC(=O)c1cccc(S(=O)(=O)N2CCCC2)c1)Nc1ccccc1C(F)(F)F	3.7	-0.8	-10.5	1.7	-0.5	1.1	3.6	0.6	-0.8	-0.7	-0.2
Cc1ccc(CSCC(=O)N/N=C/c2cccc(OC3CSC3)c2)cc1	-0.1	-1.5	4.9	-1.5	0.1	0.2	0.6	3.5	-1.1	0.5	0.3
Cc1ccc(C(=O)COC(=O)c2cc(Cl)nc3ccccc23)cc1	-1.2	0.0	-4.0	-1.7	-0.7	0.8	0.1	2.4	-1.1	-1.6	-0.3
CCC1CCCCN1C(=O)n1ncc(C(O)(c2ccccc2)c2ccccc2)n1 (stereo unspecified)	-3.9&-2.6	1.6&-3.2	-2.4&-6.0	-10.1&0.6	.	.	-9.1&-13.0	.	-2.1&-2.2	.	.
O=C1C=C(/C=C/c2ccccc2)C[C@@H](c2ccc3c(c2)OCO3)C1	-1.7	5.2	1.3	-4.3	-0.3	-0.2	1.2	4.0	-1.0	1.9	-0.5
CC(=O)C(C(C)=O)C(NC(=O)c1cccnc1)(C(F)(F)F)C(F)(F)F	-0.9	-1.1	3.0	2.3	-0.3	-0.8	-2.3	-0.1	-0.8	-0.1	0.1
CNC(=O)/C(C#N)=C\c1ccc(CNS(=O)(=O)c2ccc(Cl)cc2)o1	-1.9	-3.5	-7.5	3.2	0.0	-0.4	0.8	1.3	-0.9	-2.5	0.5
O=Cc1c(NCCN2CCCC2)c2ccccc2[nH]c1=O	0.3	0.8	-5.3	-3.5	-0.3	-0.1	-0.5	-1.1	-1.2	-0.9	1.1
O=C1CC(c2ccccc2)CC(=O)C1=CN1CCCC1 (stereo unspecified)	-0.4	3.1	3.3	-2.4	0.6	0.4	0.3	-1.1	-1.9	0.1	.
Cc1cc(C(F)F)nn1CC(=O)NCc1ccccc1F	0.1	-0.3	0.8	-2.8	0.4	0.2	-1.6	-0.4	-0.8	-2.9	1.4
O=C(Cn1cnc2ccccc21)Nc1cc(C(F)(F)F)ccc1N1CCOCC1	-1.4	-10.5	-1.4	-6.6	0.4	-0.7	-1.4	-0.6	-1.5	-2.1	0.4
COc1cccc(N2CC(C(=O)Nc3nnc(SCC(=O)c4ccccc4)s3)CC2=O)c1 (stereo unspecified)	1.3	-4.6	-14.8	-71.0	0.7	-0.1	-2.0	-1.0	-1.4	-0.3	-0.7
CC(c1nnc(SCC(=O)N2CC(=O)Nc3ccccc32)n1Cc1ccccc1)N(C)C (stereo unspecified)	0.3	2.8	-0.2	1.1	0.1	-0.3	0.8	-1.2	-1.0	-0.3	-0.1
CSCCC1C(C#N)=C(N)Oc2n[nH]c(-c3cccs3)c21 (stereo unspecified)	0.3	-7.5	-14.8	-5.5	0.1	0.4	-1.2	3.2	-1.1	-1.5	-1.1
CCN(CC(=O)Nc1ccc(NC(C)=O)cc1)C(=O)/C=C/c1cn(-c2ccccc2)nc1-c1ccc(F)cc1	-0.6	-1.4	3.8	7.9	0.3	-0.3	-1.1	-3.2	-0.7	0.3	0.2
COc1ccc(-c2ccc(C(=O)NC(C)C)c3occc23)c(C)c1	-3.3	3.8	0.6	10.7	-3.0	-1.1	-1.3	2.9	-1.4	-1.4	.
COCCN(C(=O)CCC(=O)Nc1cc(C)on1)C(C(=O)NC1CCCC1)c1ccc(C)cc1 (stereo unspecified)	-2.2	-6.6	0.5	4.9	0.2	-0.2	4.4	2.4	-1.3	-3.4	-1.5
